GSIS activator: GLuc luminescence reporter in INS-1E cells, primary screen for activators of glucose-dependent secretion of insulin | activation, % at 16.6 µM | INS-1E GLuc reporter insulin secretion, 2-3 h | 0.61% of 370,000 active;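 active = lowest replicate activation of at least 40%, so every replicate reaches that level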;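 note: 0% = median of neutral control wells and 100% = median of IBMX positive control wells; some compounds called inactive have numbers as strong as hits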
ARNT-TACC3 inh: disruptors of ARNT/TACC3 protein interaction, primary screen, biochemical, AlphaScreen, single concentration. Transforming acidic coiled-coil-containing protein 3 (Homo sapiens), Q9Y6A5. AlphaScreen His-ARNT PAS-B/GST-TACC3 binding, luminescence; TACC3 fragment carries E629A point mutation. inhibition, % at 9.99 µM. 0.66% of 390,000 active;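 active = mean inhibition of replicates at least 50% and at least half of replicates each reaching 50%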;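 note: 0% = complete ARNT plus TACC3 wells and 100% = ARNT alone without TACC3; many hits fall short of the cut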
F508del corr: F508del CFTR correction, initial screen, CFBE line, single point; CFBE cells, YFP halide quenching; stimulated with forskolin plus potentiator P3; % fluorescence drop versus neutral controls; 0.36% of 350,000 active; activity (quench increase), % at 7.58 µM;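 active = mean added fluorescence quench of at least 8% versus neutral control, with both replicates also reaching 8%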;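 note: cells transiently co-express mutant CFTR-F508del with the halide-sensitive YFP; corrector assay measuring rescue of mutant channel to the surface after 24 h compound exposure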
PAX8 inh HTS: inhibitors of PAX8-driven TPO luciferase reporter, primary screen, RMG-I cells, single concentration; inhibition, % at 12.6 µM; 1.2% of 360,000 active; SteadyGlo, 24 h;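 active = mean replicate inhibition at least 60% with every replicate also reaching 60%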;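 note: luciferase light reporting Pax8 driven TPO promoter activity; plate controls were median of neutral control wells for no effect and mitoxantrone controls for full effect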
EWS-Fli inh: EWS/Fli-driven NR0B1 reporter inhibitors, primary screen, A673 cells, NR0B1 luciferase, luminescence, MLPCN library; 0.67% of 350,000 active; AID 651661, 2012; inhibition, % at 12.6 µM; viability-normalised;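 active = mean inhibition of at least 50% after viability correction, with every replicate also passing that limit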;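 note: firefly luciferase signal divided by Alamar Blue viability fluorescence both relative to DMSO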
ERp5 block: inhibitors of ERp5-driven insulin aggregation, primary screen, biochemical, turbidity, absorbance 650 nm, single point; inhibition, % at 9.99 µM; AID 651711, 2012; 0.05% of 350,000 active; Protein disulfide-isomerase A6 (Homo sapiens), Q15084; 90 min;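 active = mean replicate inhibition above about 25%, with every replicate also reaching it, limit read from the data, passing the limit was not always enough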
Target sequence (Q15084 whole entry, looked up): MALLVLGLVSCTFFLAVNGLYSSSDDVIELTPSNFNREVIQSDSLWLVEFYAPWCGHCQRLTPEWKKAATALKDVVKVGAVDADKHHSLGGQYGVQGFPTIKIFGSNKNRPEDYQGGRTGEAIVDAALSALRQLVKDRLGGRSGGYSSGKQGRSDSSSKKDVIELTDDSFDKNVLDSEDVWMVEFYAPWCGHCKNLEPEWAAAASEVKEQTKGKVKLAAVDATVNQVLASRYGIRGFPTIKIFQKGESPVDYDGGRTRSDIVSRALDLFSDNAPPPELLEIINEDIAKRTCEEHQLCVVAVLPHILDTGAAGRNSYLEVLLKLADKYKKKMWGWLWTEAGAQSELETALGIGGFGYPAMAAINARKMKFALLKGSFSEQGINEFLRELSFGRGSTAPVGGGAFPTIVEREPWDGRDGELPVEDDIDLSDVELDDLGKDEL
Xi reactivation: activators of inactive X chromosome reactivation, primary screen, imaging, XiGFP fibroblasts, GFP high-content imaging, set 2. XiGFP mouse fibroblasts, % GFP-positive cells imaging, 3 d; cells co-treated with 5-aza-dC sensitizer; scaled so ellipticine positive control = 100%. activation, % at 7.58 µM. 0.055% of 360,000 active;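 active = mean normalized replicate activation at least 10% and every replicate at or above 10%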;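 note: 0% = median of on-plate neutral control wells and 100% = ellipticine 6 µM median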
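Material: XiGFP fibroblasts, SV40-immortalized. Buffer or medium: DMEM plus 5-aza-dC sensitizer. Compound: single concentration per compound, delivered by pin transfer. Times: 3 days compound exposure. Controls: ellipticine 6 µM.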
DENV2 CPE: inhibitors of DENV2 cytopathic effect, primary screen, cell-based, plate reader, single concentration | CPE inhibition, % at 9.99 µM | 1.7% of 350,000 active | DENV2-infected cells, cytopathic effect rescue; in the data active = CPE inhibition above about 20%, passing the limit was not always enough; tested in BHK-21 cells;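 note: 0% = median of neutral control wells and 100% = median of positive control wells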
* = called active by the depositor; & = joins results of further samples.

For CC[C@]12C(=O)N(C)C[C@H]([C@@H]3C(=O)N(C)C(=O)[C@@H]31)N2C(=O)c1ccc(C(C)(C)C)cc1 the results were GSIS activator 2.9, ARNT-TACC3 inh -1.1, F508del corr 3.5, PAX8 inh HTS -19.6, EWS-Fli inh -8.0, ERp5 block -2.5, Xi reactivation 0.0 and DENV2 CPE 1.6.
`COc1ccc(-c2c(-c3cc(OC)cc(OC)c3)n(C)c3ccc(-c4ccc(OC)cc4F)cc23)cc1` gave GSIS activator -1.6, ARNT-TACC3 inh 20.7, F508del corr -3.8, PAX8 inh HTS 10.2, EWS-Fli inh 2.5, ERp5 block 1.2, Xi reactivation 0.0 and DENV2 CPE 4.6.
`COc1ccccc1NC(=O)Cn1c2ccc(F)cc2c2nc3n(c(=O)c21)CCS3` gave GSIS activator 2.6, ARNT-TACC3 inh 7.3, F508del corr -0.2, PAX8 inh HTS 11.3, ERp5 block -2.7, Xi reactivation -0.1 and DENV2 CPE -1.0.
COc1ccc(C2NC(C(=O)O)Cc3c2[nH]c2ccccc32)cc1CN1CCN(c2ccc(F)cc2)CC1 (stereo not drawn) was read as GSIS activator -11.6, ARNT-TACC3 inh 18.4&13.6, F508del corr -1.0, PAX8 inh HTS 26.3, EWS-Fli inh 11.9, ERp5 block 1.7 and Xi reactivation 0.0.
For C=CCNC(=O)C1CC1(c1ccccc1)c1ccccc1 (stereo not drawn) the results were GSIS activator 12.9, ARNT-TACC3 inh -9.1, PAX8 inh HTS -1.6 and Xi reactivation 0.0.
For Fc1ccc(C(c2ccc(F)cc2)N2CCN(C/C=C/c3ccccc3)CC2)cc1 the results were GSIS activator -23.3, ARNT-TACC3 inh 2.1, F508del corr -0.1, PAX8 inh HTS -22.3, EWS-Fli inh 2.7, ERp5 block 0.2, Xi reactivation 0.1 and DENV2 CPE 1.2.
Screening C[C@H]1CN([C@@H](C)CO)S(=O)(=O)c2ccc(C#CC3CCCCC3)cc2O[C@H]1CN(C)Cc1cccnc1 returned GSIS activator -6.6, ARNT-TACC3 inh -4.5, F508del corr 9.9*, EWS-Fli inh 26.7, ERp5 block 6.3, Xi reactivation -0.3 and DENV2 CPE 7.9.
Screening O=C(C[C@@H]1C=C[C@@H](NC(=O)Cc2ccccn2)[C@H](CO)O1)NCCCN1CCOCC1 returned GSIS activator -1.8, ARNT-TACC3 inh 2.0, F508del corr 3.0, PAX8 inh HTS 12.0, EWS-Fli inh -1.5, ERp5 block -1.0, Xi reactivation -0.2 and DENV2 CPE 38.1*.
For CN(Cc1ccsc1)C(=O)CCc1nnc(Cc2c[nH]c3ccccc23)o1 the results were GSIS activator -6.8, ARNT-TACC3 inh -10.5, F508del corr 1.4, PAX8 inh HTS 9.4, EWS-Fli inh 0.5, ERp5 block -3.5 and Xi reactivation 0.4.
Screening CC(C)c1ccc(O)c(NC(=O)c2cccnc2)c1 returned GSIS activator 3.3, ARNT-TACC3 inh -20.4, F508del corr 4.2, EWS-Fli inh 5.1, ERp5 block -3.7 and DENV2 CPE -3.6.
`COc1ccc(-c2cc(=O)oc3c(C)c(OC(C)C(C)=O)ccc23)cc1` (stereo not drawn) gave GSIS activator 9.7, ARNT-TACC3 inh -8.0, F508del corr 3.9, PAX8 inh HTS -1.4, EWS-Fli inh 4.7, ERp5 block 3.9, Xi reactivation -0.1 and DENV2 CPE -1.8.
`O=C(COc1ccc(F)cc1)Nc1ccccc1N1CCOCC1` gave GSIS activator -7.7, ARNT-TACC3 inh -0.3, F508del corr -0.9, PAX8 inh HTS 20.9, EWS-Fli inh -8.7, ERp5 block 1.3, Xi reactivation -0.1 and DENV2 CPE -8.6.
For COc1ccc(Br)c(C(=O)N2CCCC2(C)C(=O)NCC(C)C)c1 (stereo not drawn) the results were F508del corr -2.4, EWS-Fli inh -2.5, ERp5 block 3.3, Xi reactivation 0.0 and DENV2 CPE -7.2.
COC(=O)c1cc(S(=O)(=O)NCc2cccc(Br)c2)c[nH]1 was read as GSIS activator -1.9, ARNT-TACC3 inh -4.5, F508del corr 1.7, PAX8 inh HTS 23.3, EWS-Fli inh 5.6, ERp5 block -7.4, Xi reactivation 0.1 and DENV2 CPE -4.5.
Screening O=C(Nc1ccc2ccccc2c1)/C(=C\c1ccc2c(c1)OCO2)NC(=O)c1ccco1 returned GSIS activator -26.9, ARNT-TACC3 inh -8.0, PAX8 inh HTS -11.4 and Xi reactivation -0.1.
O=C(Nc1ccc2c(c1)[C@H]1C[C@H](CC(=O)N3CCOCC3)O[C@@H](CO)[C@H]1O2)c1ccc2c(c1)OCO2 was read as GSIS activator -4.0, ARNT-TACC3 inh 0.5, F508del corr -3.7, PAX8 inh HTS -5.6, EWS-Fli inh -4.8, Xi reactivation -0.1 and DENV2 CPE 3.1.
O=C1N[C@@H](Cc2ccccc2)C(=O)N2[C@@H]1C[C@@]1(Br)c3ccccc3N(S(=O)(=O)c3ccccc3)[C@@H]21 was read as GSIS activator -30.6, ARNT-TACC3 inh -7.7, F508del corr -0.6, PAX8 inh HTS -12.1, EWS-Fli inh -7.6, ERp5 block 0.7, Xi reactivation 0.0 and DENV2 CPE 8.5.
CCN1CCN(c2cc3c(cc2F)c(=O)c(S(=O)(=O)c2ccccc2)cn3C)CC1 was read as GSIS activator 15.5, ARNT-TACC3 inh 9.1, F508del corr 1.4, PAX8 inh HTS 3.5, EWS-Fli inh -4.2, ERp5 block 8.2, Xi reactivation 0.0 and DENV2 CPE 5.3.
COc1ccc(NC(=O)N(C)C[C@@H]2Oc3c(NC(=O)c4cnccn4)cccc3C(=O)N([C@@H](C)CO)C[C@@H]2C)cc1 was read as GSIS activator 16.4, ARNT-TACC3 inh -0.7, F508del corr -3.6, EWS-Fli inh -7.8, ERp5 block -8.9, Xi reactivation -1.1 and DENV2 CPE 0.6.
`COc1ccc(OCc2cc(C(=O)N(C)Cc3cnccn3)no2)c(Cl)c1` gave GSIS activator 13.6, ARNT-TACC3 inh -18.7, F508del corr 1.0, PAX8 inh HTS -111.7, EWS-Fli inh -65.5, ERp5 block -2.3, Xi reactivation 0.4 and DENV2 CPE 0.7.
N#Cc1ccc(OCC(=O)Nc2cc(S(=O)(=O)N3CCCCC3)ccc2N2CCCCC2)cc1 was read as GSIS activator 8.5, ARNT-TACC3 inh 3.4, PAX8 inh HTS -9.2 and Xi reactivation -0.1.
O=C(C[C@H]1C=C[C@@H](NC(=O)c2ccccc2)[C@H](CO)O1)NCc1ccc(Oc2ccccc2)cc1 was read as GSIS activator 29.5, ARNT-TACC3 inh -2.8, F508del corr 4.9, PAX8 inh HTS -4.3, EWS-Fli inh -3.3, ERp5 block 5.8, Xi reactivation -0.5 and DENV2 CPE -4.1.
`CCCC(C(=O)NC1CCCC1)N(C(=O)Cn1nnc(-c2ccc(C)o2)n1)C1CCCC1` (stereo not drawn) gave GSIS activator -24.3, ARNT-TACC3 inh 5.0, F508del corr -2.0, EWS-Fli inh 12.9 and ERp5 block 7.9.
`CCc1nn2c(=O)c(S(=O)(=O)Nc3cccc(F)c3)c(C)nc2s1` gave GSIS activator -13.4, ARNT-TACC3 inh -3.8, F508del corr -2.2, PAX8 inh HTS 8.8, EWS-Fli inh -3.3, ERp5 block 3.6, Xi reactivation 0.0 and DENV2 CPE 5.0.
`COc1ccc(N2CCN(CC(=O)NCc3ccccc3)CC2)cc1` gave GSIS activator 34.2, ARNT-TACC3 inh -3.6, F508del corr -2.2, PAX8 inh HTS 31.3, EWS-Fli inh 6.3, ERp5 block -7.7, Xi reactivation 0.0 and DENV2 CPE 2.5.
For C[C@@H]1CCCCO[C@@H](CN(C)C)[C@@H](C)CN([C@@H](C)CO)C(=O)c2cc(NC(=O)Nc3cccc4ccccc34)ccc2O1 the results were GSIS activator -20.6, ARNT-TACC3 inh 3.3, F508del corr 2.3, PAX8 inh HTS 6.5, EWS-Fli inh 4.8, ERp5 block -1.6, Xi reactivation -0.7 and DENV2 CPE -5.1.
For CN1[C@H](C(=O)NCc2ccc(F)cc2)[C@@H](CO)[C@@H]2Cn3c(ccc(-c4ccccc4F)c3=O)[C@@H]21 the results were GSIS activator -4.7, ARNT-TACC3 inh -11.2, F508del corr -0.3, PAX8 inh HTS -2.5, EWS-Fli inh 3.6, ERp5 block 0.2, Xi reactivation 0.2 and DENV2 CPE 1.2.
`O=C(C[C@@H]1C[C@H]2c3cc(NC(=O)C4CCC4)ccc3O[C@H]2[C@@H](CO)O1)NC1CCCCC1` gave GSIS activator -13.6, ARNT-TACC3 inh -1.6, F508del corr -2.3, PAX8 inh HTS -4.0, EWS-Fli inh 2.5, ERp5 block 8.1, Xi reactivation 0.4 and DENV2 CPE 5.1.
Screening Cc1cccc(NNC(=S)Nc2c(C)cccc2C)c1 returned GSIS activator 6.0, ARNT-TACC3 inh 10.0, F508del corr -2.1, PAX8 inh HTS 16.7, EWS-Fli inh 21.1, ERp5 block -2.2, Xi reactivation 0.0 and DENV2 CPE 2.8.
For CCCC(=O)Nc1ccccc1-c1nnc(SCC)[nH]c1=O the results were GSIS activator 3.6, ARNT-TACC3 inh 1.4, F508del corr -2.0, PAX8 inh HTS 4.3, EWS-Fli inh 12.4, ERp5 block 0.5, Xi reactivation 9.4 and DENV2 CPE -1.5.
Screening C[C@@H]1CN([C@H](C)CO)C(=O)c2cccc(NC(=O)c3ccncc3)c2O[C@H]1CN(C)Cc1ccc(C(F)(F)F)cc1 returned GSIS activator -17.5, ARNT-TACC3 inh 0.5, F508del corr -2.6, PAX8 inh HTS -19.1, EWS-Fli inh 1.9, ERp5 block -6.5, Xi reactivation -0.5 and DENV2 CPE 0.4.
`O=C(NCc1ccc(Cl)cc1)C1CCN(C(=O)c2ccco2)CC1` gave GSIS activator -6.8, ARNT-TACC3 inh 3.3, F508del corr 1.2, PAX8 inh HTS 12.3, EWS-Fli inh 5.2, ERp5 block 5.9 and DENV2 CPE -8.3.
`COc1ccc(N(C(=O)c2cc3ccccc3oc2=O)C2C=CS(=O)(=O)C2)cc1` (stereo not drawn) gave GSIS activator 4.5, ARNT-TACC3 inh 2.5, F508del corr -2.6, PAX8 inh HTS 16.4, EWS-Fli inh 13.6, ERp5 block -9.7, Xi reactivation -0.1 and DENV2 CPE -0.4.
`CNc1oc(-c2ccccc2F)nc1S(=O)(=O)c1ccc(C)cc1` gave GSIS activator 9.3, ARNT-TACC3 inh 0.7, F508del corr -1.5, PAX8 inh HTS -2.9, ERp5 block 1.7, Xi reactivation 0.0 and DENV2 CPE -4.6.
`CC(=O)c1ccc(OCc2nnn(CC(=O)NS(=O)(=O)c3ccc(C)cc3)c2-c2ccccc2)cc1` gave GSIS activator 29.7, F508del corr 0.3, PAX8 inh HTS -9.2, EWS-Fli inh -4.3, ERp5 block 2.1, Xi reactivation 0.1 and DENV2 CPE 1.5.
For Cc1ccccc1C(=O)O/N=C(\N)c1ccncc1 the results were GSIS activator -0.2, F508del corr 1.3, PAX8 inh HTS -130.4, EWS-Fli inh -39.4, ERp5 block 1.6, Xi reactivation 0.1 and DENV2 CPE 4.7.
For CCOC(=O)c1cc(=O)n(-c2ccc(Cl)cc2C)[nH]1 the results were GSIS activator -7.5, ARNT-TACC3 inh 6.5, PAX8 inh HTS 10.9, EWS-Fli inh 4.8, ERp5 block -1.1, Xi reactivation 0.4 and DENV2 CPE 4.0.

Assay outcomes from PubChem BioAssay.
